Runt-SMMHC FRET: inhibitors of RUNX1 Runt–CBFb-SMMHC binding, primary screen, biochemical, FRET, Cerulean-Runt, Venus-CBFb-SMMHC, uHTS; Cerulean-Runt/Venus-CBFb-SMMHC FRET ratio 530/480, 1 h; AID 1434, 2008; inhibition, % at 20 µM; actives 0.74% (n = 220,000); Runt-related transcription factor 1 (Homo sapiens) + Core-binding factor subunit beta …;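 active means mean inhibition across duplicate retests at 20 µM reaching about 50%, limit read from the data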;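 further: 0% = DMSO wells and 100% = wells with excess untagged CBFb-SMMHC; inhibitors lower the FRET ratio by blocking Runt binding to CBFb-SMMHC; some results filed as inactive read as strong as hits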
TRPML3 agonist: human TRPML3 channel agonists, primary screen, cell-based, HEK293 TRPML3-YFP, Fluo-8 calcium fluorescence, 3 µM | activation, % at 3 µM | Mucolipin-3 (Homo sapiens), Q8TDD5 | actives 0.29% (n = 220,000) | AID 1448, 2008 | 100% = the carbachol control signal;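 active means activation above its plate's cutoff, the mean activation of the plate's test wells plus 3 SD, cut at about 12% in these data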;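 further: 0% = DMSO only wells and 100% = carbachol wells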
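Material: TRPML3-YFP stable HEK293 cells | Dosing: One concentration, 3 µM nominal, 0.3% DMSO | Timing: 125 s total fluorescence read per well | Technique: Fluo-8 calcium dye fluorescence, ex 470-495, em 515-575 nm | Measure: Percent activation from peak-to-basal fluorescence ratio, scaled between DMSO and carbachol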
EBV gp42 inh: Epstein-Barr virus gp42 inhibitors, primary screen, biochemical, uHTS, fluorescence polarization; Glycoprotein 42 (Epstein-Barr virus (strain AG876)), Q1HVG2; AID 1085, 2008; Fluorescence polarization binding assay, mP read-out; inhibition, % (tested at 21.74 µM); actives 0.42% (n = 220,000); in the data active means inhibition above about 50%
Target sequence (Q1HVG2 whole entry, looked up): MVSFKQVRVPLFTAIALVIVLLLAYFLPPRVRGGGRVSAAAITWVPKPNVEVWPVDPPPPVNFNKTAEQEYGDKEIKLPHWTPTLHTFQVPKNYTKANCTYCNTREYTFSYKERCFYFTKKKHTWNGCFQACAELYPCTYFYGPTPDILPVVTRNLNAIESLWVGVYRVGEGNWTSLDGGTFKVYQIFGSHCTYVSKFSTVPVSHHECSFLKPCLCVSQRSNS
Mdm2 ligase inh: MDM2-luciferase reporter signal enhancers, primary screen, MDM2 E3 ligase inhibitor project, cell-based, luminescence, 1536-well; E3 ubiquitin-protein ligase Mdm2 (Homo sapiens), Q00987; cell-based MDM2 ubiquitination luciferase reporter, 2 h; 0 = plate control, 100 = twice control, blank-subtracted; signal enhancement, % at 5 µM; actives 0.11% (n = 210,000);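 active means signal enhancement of 30% or more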;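 further: luminescence tracks abundance of the self-degrading MDM2-luciferase fusion protein; higher signal means inhibition of MDM2 E3 ligase activity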
Target sequence (Q00987 whole entry, looked up, the tested form may be a part): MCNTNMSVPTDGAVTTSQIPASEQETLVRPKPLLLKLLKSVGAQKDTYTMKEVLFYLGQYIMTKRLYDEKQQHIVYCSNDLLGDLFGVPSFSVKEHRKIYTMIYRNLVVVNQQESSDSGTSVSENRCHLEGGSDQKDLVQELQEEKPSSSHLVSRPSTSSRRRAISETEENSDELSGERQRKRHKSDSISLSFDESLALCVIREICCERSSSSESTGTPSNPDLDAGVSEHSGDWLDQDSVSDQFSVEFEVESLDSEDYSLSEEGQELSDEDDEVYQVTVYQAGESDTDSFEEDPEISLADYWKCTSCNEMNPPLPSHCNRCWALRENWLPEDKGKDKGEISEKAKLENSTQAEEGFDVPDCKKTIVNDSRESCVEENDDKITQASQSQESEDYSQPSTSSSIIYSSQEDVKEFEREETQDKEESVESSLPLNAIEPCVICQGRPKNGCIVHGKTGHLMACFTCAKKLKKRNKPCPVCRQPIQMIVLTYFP
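Assay system: stable mammalian line carrying autodegrading MDM2–luciferase fusion reporter; amount: 2000 cells seeded into each well; buffer or medium: DMEM; benchmarks: plate control and blank wells; signal: luciferase luminescence; timing: 2 h compound exposure at 37 °C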
PPC-1+TRAIL kill: compounds killing PPC-1 cancer cells with TRAIL present, primary screen, TRAIL potentiator project, ATPLite luminescence, uHTS | PPC-1 cells + TRAIL, ATPLite viability luminescence | cell killing (% activity), % at 4 µM | actives 0.41% (n = 220,000) | AID 1443, 2008;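 active means cell killing above 50% in the first pass at 4 µM, then a duplicate retest at 5 µM averaging 50% or more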;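 further: plate controls were cells with TRAIL plus DMSO for no effect and medium-only wells lacking cells for full effect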
TNF death inh: inhibitors of TNF-alpha triggered necroptosis, primary screen, cell-based, Jurkat FADD-/-, single concentration; Jurkat FADD-/- TNF necroptosis rescue, ATP luminescence, 24 h; 0 = TNF only, 100 = no-TNF cells; activation (protection from cell death), % at 10 µM; actives 0.068% (n = 220,000); AID 463075, 2010;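 active means activation, meaning protection from cell death, of at least 50% relative to plate controls; inactive means activation below 50%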;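 further: necroptosis triggered by 40 ng/mL TNF-alpha added together with compound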
CHOP inh: inhibitors of CHOP promoter induction, primary screen, cell-based, unfolded protein response, luciferase reporter; actives 3.8% (n = 220,000); inhibition, % at 10 µM; CHO-K1 CHOP-promoter luciferase, tunicamycin-induced, 15-18 h;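 active means compounds that reduced the stress-induced luciferase reporter signal by more than about 70% of percent inhibition, limit read from the data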;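 further: 0% = tunicamycin plus vehicle and 100% = wells without tunicamycin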
zfTRPN1 agonist: zebrafish TRPN1 channel agonists, primary screen, cell-based, HEK293, calcium fluorescence; transient receptor potential cation channel N1 (TRPN1/NompC), Danio rerio; HEK293 zebrafish TRPN1-YFP, Fluo-8 calcium fluorescence; 100% = response to 87 µM carbachol; activation, % at 3 µM; actives 0.18% (n = 220,000); AID 1424, 2008;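 active means activation above its plate's cutoff, the mean activation of test wells on that plate plus 3 SD, cut at about 19% in these data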;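 further: 0% = DMSO alone and 100% = 87 µM carbachol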
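Assay system: Zebrafish TRPN1-YFP in HEK293 cells | Incubation: Dye loading 1 h at 37 °C, then 30 min room temperature | Measured by: Kinetic Fluo-8 fluorescence, ex 470-495, em 515-575 nm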
NCF1 inh: p47phox/p22phox peptide binding inhibitors, primary screen, biochemical, uHTS, NADPH oxidase regulatory subunit; fluorescence polarization, 2 h; inhibition, % at 24.7 µM; actives 0.53% (n = 220,000); AID 1274, 2008;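 active means inhibition above about 30%, limit read from the data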;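 further: 0% = p47phox with labelled peptide and 100% = labelled peptide alone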
Target sequence (P14598 whole entry, looked up): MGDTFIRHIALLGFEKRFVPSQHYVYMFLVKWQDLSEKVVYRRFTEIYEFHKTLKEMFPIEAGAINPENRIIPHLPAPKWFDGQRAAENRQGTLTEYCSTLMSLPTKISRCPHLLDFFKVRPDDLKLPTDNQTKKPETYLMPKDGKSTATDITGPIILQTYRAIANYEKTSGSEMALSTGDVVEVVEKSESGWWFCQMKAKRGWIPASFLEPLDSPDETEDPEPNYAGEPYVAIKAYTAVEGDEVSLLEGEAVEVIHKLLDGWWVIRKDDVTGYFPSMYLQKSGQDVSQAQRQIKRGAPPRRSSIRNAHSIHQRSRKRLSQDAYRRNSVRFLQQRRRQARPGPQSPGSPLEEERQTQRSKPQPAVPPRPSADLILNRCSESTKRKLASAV
The depositor's hits bear a star; · = not tested or not shown.

SMILES | Runt-SMMHC FRET | TRPML3 agonist | EBV gp42 inh | Mdm2 ligase inh | PPC-1+TRAIL kill | TNF death inh | CHOP inh | zfTRPN1 agonist | NCF1 inh
COc1ccc(C(=O)NCC(=O)N2CCc3ccccc3C2)cc1 | -7 | 0.5 | 12 | -10 | 34 | -3.6 | 13 | -0.6 | 79*
CCC(=O)c1ccc(OCC(=O)NCC2(N3CCCCC3)CCCCC2)cc1 | -3 | -0.1 | -33 | -17 | 20 | 1.0 | 24 | 0.0 | -5
CCCCCCC1CC(CSc2ncn[nH]2)OC1=O (centres undefined) | -1 | -0.2 | -11 | -9 | -6 | -0.3 | 26 | 1.5 | -17
CCOC(=O)c1ccc(NC(=O)CSc2nnc(CNC(=O)c3c(F)cccc3Cl)o2)cc1 | 3 | 1.2 | -13 | 0 | 17 | -0.5 | 10 | 2.9 | -19
O=C(Nc1ccc(Cl)c(Cl)c1)Nc1nccs1 | 0 | 5.8 | -4 | · | 5 | -13 | 79* | 11 | -51
CCOC(=O)C(CC)Sc1nc2c(c(=O)[nH]c(=O)n2C)n1C/C=C(/C)Cl (centres undefined) | 1 | 0.1 | -3 | -14 | 12 | -1.8 | 32 | -1.2 | -10
NC(=O)c1oc2ccccc2c1NC(=O)CN1CCCCC1 | -4 | -0.1 | -8 | -2 | 4 | 0.9 | 20 | -1.0 | 0
Cn1cc(S(=O)(=O)Nc2ccc3c(c2)OCCO3)cn1 | 1 | 0.2 | -3 | -24 | 1 | 1.0 | 13 | 1.4 | -9
Cc1[nH]n(C(C)(C)C)c(=O)c1Sc1ccccc1 | 2 | 0.2 | -13 | 2 | 12 | 0.7 | 11 | -0.1 | 1
Cc1nnc(-c2ccccc2)[nH]c1=O | -2 | 0.9 | 12 | -19 | 16 | -0.1 | -1 | 1.4 | 9
CCOC(=O)C(C(=O)NCc1ccc(F)cc1)c1ncc(C(F)(F)F)cc1Cl (centres undefined) | -7 | -0.3 | -10 | -2 | 20 | -2.4 | 19 | -0.5 | 5
CCCCc1ccc(NC(=S)Nc2ccc(Nc3ccc(OC)cc3)cc2)cc1 | -5 | 0.2 | -6 | -3 | 24 | -10 | 69 | 1.1 | -6
COCCn1nnnc1C(c1ccc(OC)cc1OC)N1CCN(c2ccccc2F)CC1 (centres undefined) | 2 | -0.3 | -23 | -8 | 4 | -1.4 | -6 | -1.0 | -3
N#CCC(=O)Nc1ccc(C(=O)Nc2cccnc2)cc1 | -1 | 0.1 | -4 | -13 | -10 | 0.9 | -2 | 0.4 | -4
O=C(Nc1sc2c(c1C(=O)NC1CCCCC1)CCC2)c1ccco1 | 12 | -0.2 | -9 | 2 | 1 | 1.8 | 48 | -0.2 | -18
CSC1=NC2(C)CCCCC2C12C=CC(=O)C=C2 (centres undefined) | -4 | 0.1 | -12 | · | 9 | -1.2 | -8 | 2.0 | 12
COc1ccc(N2CCN(C(=O)Cn3c(=O)[nH]c4ccccc4c3=O)CC2)cc1 | -1 | 0.3 | -18 | -11 | 17 | 0.2 | -8 | -0.8 | -6
CCN(CCNC(=O)CN(C)S(=O)(=O)c1cccc2nsnc12)c1ccccc1 | -6 | 0.1 | -5 | -17 | -3 | -1.0 | -9 | 0.2 | 4
CC(C(=O)N1CCOCCOCCOCC1)N1C(=O)c2ccccc2C1=O (centres undefined) | -4 | 1.0 | 4 | -9 | 7 | -0.3 | -5 | 0.5 | -1
Cc1ccccc1NC(=O)C1CCCN1S(=O)(=O)c1cccc2cccnc12 (centres undefined) | -2 | -0.3 | 2 | -23 | 4 | -2.4 | 30 | 0.5 | 1
O=C(NC(=S)Nc1ccc2c(c1)OCCO2)c1ccco1 | 2 | 0.9 | -5 | -29 | 26 | -2.1 | -14 | -0.8 | -9
O=C(Nc1nn[nH]n1)C12CC3CC(CC(C3)C1)C2 | 2 | 0.8 | 2 | -13 | 28 | 0.5 | -3 | 0.2 | -8
COc1ccc(N2C(=O)CSC23C(=O)Nc2ccccc23)cc1OC (centres undefined) | 1 | 0.5 | -1 | -6 | -2 | -1.3 | -28 | 0.7 | -2
COC(=O)c1sc2nc(SCc3cccc(Cl)c3)n(N)c(=O)c2c1C | 5 | 0.6 | -36 | 7 | 13 | -0.4 | -6 | 1.3 | -19
COc1ccc(-n2c(C)c(C(C)=O)c3cc(O)ccc32)cc1 | -4 | -0.2 | -17 | -37 | -8 | 0.0 | 59 | 0.7 | 5
CCOC(=O)N1CCC(N(CCN(C)C)C(=S)Nc2cccc(Cl)c2)CC1 | 0 | 0.6 | -6 | -17 | -2 | -0.1 | 7 | 0.6 | -12
OC(COC(c1ccccc1)c1ccccc1)CN1CCN(c2ccccn2)CC1 (centres undefined) | -1 | -0.5 | -8 | -8 | 10 | 1.0 | -3 | -1.3 | -15
COC(=O)n1c(=O)oc2cc(S(=O)(=O)N3CCCCC3)ccc21 | -1 | 0.5 | -7 | -16 | 6 | -2.9 | 21 | 1.9 | -1
O=C(Nc1ccccc1Cl)c1cc[n+](Cc2ccc([N+](=O)[O-])cc2)cc1 | 2 | 0.8 | -4 | -7 | 22 | -1.0 | 28 | -1.0 | 1
COc1ccc2[nH]cc(CCNC(=O)C3CCCO3)c2c1 (centres undefined) | 1 | 0.3 | -1 | -27 | 4 | -0.1 | 5 | 2.7 | -8
COc1cccc2c(=O)cc(C)n(CC(=O)Nc3ccc(C)c(C)c3)c12 | 2 | 0.8 | -7 | -10 | -6 | -1.7 | 9 | 5.0 | -2
COc1ccccc1NC(=O)COc1cc(C)nc(C(C)C)n1 | 4 | 0.8 | 8 | -7 | 4 | 1.0 | 25 | 0.1 | -8
CC(C)(C)NC(=O)NC(=O)COC(=O)C1=COCCO1 | -20 | 1.4 | 3 | -23 | 20 | -0.1 | 81* | -0.1 | -15
C=C(C)COc1ccc(-c2n[nH]c(C)c2Oc2ccccc2OC)c(O)c1 | 1 | -0.6 | 25 | -16 | 20 | 1.4 | 107* | -1.0 | -17
CCCCc1ccc(/C=C2/C(=O)ON=C2c2ccccc2)s1 | -7 | 0.8 | 2 | 0 | -5 | 1.0 | 34 | 0.0 | -6
O=[N+]([O-])c1ccc(S(=O)(=O)CC(CN2CCOCC2)N2CCOCC2)cc1 (centres undefined) | 0 | 0.9 | 0 | -21 | 10 | 7.2 | 11 | -0.3 | -5
CCCCCCCCCCSc1n[nH]c(N)n1 | -1 | 0.1 | -11 | 3 | 7 | -16 | 19 | -1.0 | -6
Cc1csc(NC(=O)c2ccccc2C(=O)O)n1 | 1 | 0.7 | -3 | -6 | 0 | -1.6 | -19 | 0.5 | 10
CC(NC(=O)c1ccccc1)C(=O)N/N=C/c1cccc([N+](=O)[O-])c1 (centres undefined) | 3 | 0.3 | 1 | -11 | 25 | 1.8 | -9 | -0.1 | -9
Cc1cccn2c(CNCCCOc3cccnc3)c(C(=O)N3CCOCC3)nc12 | -1 | 1.1 | -10 | -8 | 9 | 0.0 | 3 | 4.7 | -1
CCN(CC)CCOC(=O)c1cccc(Br)c1 | 4 | 1.5 | -7 | -7 | 7 | -0.9 | 8 | 0.1 | 1
COCCn1c(=NC(=O)c2ccco2)sc2cc(C(=O)OC)ccc21 | -1 | 0.9 | -9 | -18 | 9 | 1.5 | -7 | 0.5 | -8
C=CCN1C(=O)C2C3C=CC(C2C1=O)C1C2C(=O)N(CC=C)C(=O)C2C31 (centres undefined) | -5 | 0.9 | -19 | -5 | 6 | -0.3 | -30 | 0.7 | 1
CCN(C(=O)c1cnc(OC)cc1C(F)(F)F)c1ccc(Cl)cc1Cl | 0 | 39* | -10 | -17 | 11 | -0.3 | 1 | 0.9 | -2
Clc1ccc(-c2noc(/C=C/c3ccccc3)n2)cc1 | 1 | 0.5 | -7 | -5 | 10 | 0.2 | -10 | 1.1 | -10

Profiles, looked up by structure:
CCCCc1ccc(/C=C2/C(=O)ON=C2c2ccccc2)s1 as listed: Runt-SMMHC FRET: -7; TRPML3 agonist: 0.8; EBV gp42 inh: 2; Mdm2 ligase inh: 0; PPC-1+TRAIL kill: -5; TNF death inh: 1.0; CHOP inh: 34; zfTRPN1 agonist: 0.0; NCF1 inh: -6
CC(NC(=O)c1ccccc1)C(=O)N/N=C/c1cccc([N+](=O)[O-])c1 (centres undefined) as listed: Runt-SMMHC FRET: 3; TRPML3 agonist: 0.3; EBV gp42 inh: 1; Mdm2 ligase inh: -11; PPC-1+TRAIL kill: 25; TNF death inh: 1.8; CHOP inh: -9; zfTRPN1 agonist: -0.1; NCF1 inh: -9

(continued)
SMILES | Runt-SMMHC FRET | TRPML3 agonist | EBV gp42 inh | Mdm2 ligase inh | PPC-1+TRAIL kill | TNF death inh | CHOP inh | zfTRPN1 agonist | NCF1 inh
O=S1(=O)N=C(N(CCO)/N=C/C=C/c2ccccc2)c2ccccc21 | -1 | 0.1 | -1 | 1 | 16 | 1.1 | 10 | 0.2 | -4
O=C(O)CC1(CC(=O)Nc2ccc3ccccc3c2)CCCCC1 | -4 | 0.8 | -4 | -21 | 9 | 0.7 | 9 | 0.9 | -3
c1ccc(C(Cc2nc(-c3ccncc3)no2)c2ccccc2)cc1 | 0 | -1.6 | -16 | -10 | 20 | -8.9 | · | 0.1 | -10
COc1cccc(-n2c(SCC(=O)Nc3ccc4c(c3)CCC4)nc3ccccc3c2=O)c1 | 0 | 0.3 | -6 | -16 | -3 | 2.5 | 42 | 1.2 | -15
CCCCC(=O)N1C/C=C\C(c2ccc(OC)cc2)N(Cc2ccc(F)cc2)C(=O)[C@H]1Cc1ccccc1 (some centres undefined) | 0 | · | -13 | 2 | 26 | 1.6 | 13 | · | -28
O=C(NCc1ccccc1)NC1CCCCC1 | 2 | -0.1 | -2 | -13 | 22 | 0.4 | -7 | 0.4 | -6
COc1ccccc1N(/N=C1\Sc2ccccc2C1=O)C(C)=O | -9 | 0.4 | -7 | · | 48 | -13 | 23 | 1.7 | -59
Cc1ccc(C(=O)Nc2sc3c(c2C(=O)O)CCCCC3)o1 | -8 | 0.7 | -6 | -44 | 34 | -6.6 | -32 | -0.4 | -28
CCN(CC)S(=O)(=O)c1cccc(NC(=O)COC(=O)c2cccs2)c1 | 3 | 4.2 | -2 | -6 | 10 | 0.2 | -4 | 7.5 | 5
